# NR3A LBD binder: binders of NR3A ligand-binding domain, primary screen, biophysical, differential scanning fluorimetry, uHTS; Glutamate receptor ionotropic, NMDA 3A (GRIN3A) ligand-binding domain; hit rate 2.5% among 340,000; AID 1259313, 2017; Tm shift relative to glycine control, % at 25 µM; NR3A LBD differential scanning fluorimetry, Tm shift; 0% = protein alone, 100% = glycine-bound protein;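 active = melting temperature shift of at least 10% of the positive control shift, at one fixed dose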
# MPTP inh: mitochondrial permeability transition pore inhibitors, primary screen, biochemical, isolated mouse mitochondria, absorbance; Ca2+ swelling absorbance, 30 min; inhibition, % at 10 µM; hit rate 1.4% among 360,000; AID 602449, 2012;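 active = inhibition of 50% or more, scaled per plate between neutral and stimulator controls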;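 also: 0% = DMSO wells given calcium and 100% = 1 mM EGTA wells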
# hIAP block: human IAP inhibitors, primary screen, biochemical, luminescence, uHTS; Intestinal-type alkaline phosphatase (Homo sapiens), P09923; purified IAP, CDP-Star luminescence, 30 min; inhibition, % at 10 µM; hit rate 0.12% among 330,000; AID 2544, 2010;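 active = inhibition reaching a set limit with compound at 10 µM in the primary screen, cut at about 35% in these data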;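 also: plate controls were DMSO wells with enzyme for no effect and no-enzyme buffer wells for full effect; values of inactives mirror those of a sister screen read the other way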
# Target sequence (P09923 whole entry, looked up): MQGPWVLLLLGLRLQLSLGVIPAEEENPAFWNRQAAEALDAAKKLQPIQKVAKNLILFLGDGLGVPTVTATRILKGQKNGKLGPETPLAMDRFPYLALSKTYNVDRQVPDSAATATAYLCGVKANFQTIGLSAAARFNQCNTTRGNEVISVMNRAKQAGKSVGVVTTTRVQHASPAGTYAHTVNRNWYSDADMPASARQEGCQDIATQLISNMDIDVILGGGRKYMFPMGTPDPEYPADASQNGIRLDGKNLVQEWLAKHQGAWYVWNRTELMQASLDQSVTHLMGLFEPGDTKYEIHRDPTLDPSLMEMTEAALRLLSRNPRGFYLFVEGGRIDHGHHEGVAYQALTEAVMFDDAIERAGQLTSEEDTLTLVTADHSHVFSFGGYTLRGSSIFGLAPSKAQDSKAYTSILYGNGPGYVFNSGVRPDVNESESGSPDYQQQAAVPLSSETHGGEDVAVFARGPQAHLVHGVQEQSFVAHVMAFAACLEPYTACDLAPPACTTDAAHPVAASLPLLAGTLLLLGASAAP
# beta cell repl: inducers of MIN6 beta-cell proliferation, primary screen, ATP luminescence, uHTS; MIN6 cells proliferation, ATPlite luminescence, 48 h; cells starved in 0.2% serum; 100% = growth in 10% serum; hit rate 0.29% among 330,000; proliferation, % at 10 µM;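 active = compounds whose signal lies at least 3.5 SD above the mean of all wells on their plate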;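 also: 0% = DMSO-treated cells in low-serum medium and 100% = 10% serum control; some compounds called inactive have numbers as strong as hits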
# mIAP inh: inhibitors of mouse IAP, primary screen, biochemical, luminescence, uHTS. purified mouse IAP, CDP-Star luminescence, 30 min. inhibition, % at 10 µM. hit rate 0.2% among 330,000. AID 2806, 2010;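 active = inhibition of at least 40% at 10 µM in the primary screen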;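 also: plate controls were DMSO with enzyme for no effect and no enzyme wells for full effect; values of inactives mirror those of a sister screen read the other way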
# A3G deaminase: APOBEC3G DNA deaminase inhibitors, primary screen, biochemical, fluorescence, single-stranded DNA substrate, uHTS. recombinant A3G, ssDNA deamination FAM/TAMRA fluorescence. inhibition, % at 20 µM. hit rate 0.28% among 330,000. AID 493012, 2011;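 active = inhibition of at least 40% at 20 µM, with no more than 30% in the related APOBEC3A deaminase screen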;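 also: plate controls were DMSO wells with A3G for no effect and wells lacking A3G enzyme for full effect; some compounds called inactive have numbers as strong as hits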
# A3A deaminase: APOBEC3A ssDNA deaminase inhibitors, primary screen, selectivity assay for APOBEC3G inhibitor project, biochemical, FAM/TAMRA oligo cleavage fluorescence | inhibition, % at 20 µM | hit rate 0.41% among 330,000 | AID 493011, 2011 | recombinant A3A, FAM/TAMRA ssDNA deamination fluorescence;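 active = at least 40% inhibition at 20 µM here, with at most 30% in a related deaminase screen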;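 also: plate controls were A3A with DMSO for no effect and wells lacking A3A enzyme for full effect; some results filed as inactive read as strong as hits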
# Target sequence (P31941 whole entry, looked up): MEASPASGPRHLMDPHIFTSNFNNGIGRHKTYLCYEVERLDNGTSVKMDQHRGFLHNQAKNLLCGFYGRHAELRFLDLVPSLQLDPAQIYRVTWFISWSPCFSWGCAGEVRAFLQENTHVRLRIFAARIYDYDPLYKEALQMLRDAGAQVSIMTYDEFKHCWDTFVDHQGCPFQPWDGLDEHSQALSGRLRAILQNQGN
# hIAP act: human IAP activators, primary screen, biochemical, luminescence, uHTS | hit rate 0.16% among 330,000 | AID 2524, 2010 | activation factor at 10 µM | Intestinal-type alkaline phosphatase (Homo sapiens), P09923 | purified human IAP, CDP-Star luminescence, 30 min; stronger effect = higher value; 1 = vehicle-only enzyme, 0 = enzyme-free background;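 active = activation factor of the enzyme at least 2-fold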; also: the source names both 10 and 20 µM as test concentration; values of inactives mirror those of a sister screen read the other way
# mIAP activ: activators of mouse IAP, primary screen, biochemical, luminescence, uHTS; activation factor at 10 µM; muIAP, CDP-Star luminescence, 30 min; stronger effect = higher value; 1 = vehicle-only enzyme signal, 0 = enzyme-free wells; hit rate 0.24% among 330,000; intestinal alkaline phosphatase [Mus musculus];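 active = activation factor of at least 2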; also: the source names both 10 and 20 µM as test concentration; values of inactives mirror those of a sister screen read the other way
#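 Assay system: mouse IAP enzyme; Reagent: CDP-Star chemiluminescent phosphatase substrate; Compound: DMSO-dissolved test compounds; Incubation: 30 min, room temperature; Technique: luminescence from enzymatic CDP-Star hydrolysis; Controls: DMSO-only wells and no-enzyme negative control.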
# Starred values were filed as active, the others as inactive.
1	CC1CCCCN1CCCNc1ccc(C(CC(N)=O)NC(=O)Cc2ccc(Cl)cc2)cc1[N+](=O)[O-] (stereo unspecified)
2	COc1ccc(N(CC(=O)NCCc2ccc(S(N)(=O)=O)cc2)S(=O)(=O)c2c(C)noc2C)cc1
3	C=C1CCC[C@]2(C)C[C@H]3OC(=O)C(CNC(C)CCCC(C)C)[C@H]3CC12 (stereo partly specified)
4	NS(=O)(=O)c1cc2c(cc1Cl)NC(C1CC3C=CC1C3)NS2(=O)=O (stereo unspecified)
5	O=C(CSc1nnc(CCc2nc3ccccc3[nH]2)n1-c1ccccc1)NCc1ccccc1
Compound	1	2	3	4	5
A3A deaminase	-2	0	2	-1	-2
A3G deaminase	-6	-2	2	-4	-4
NR3A LBD binder	-2	1	1	-35	-2
MPTP inh	-1.2	-1.2	2.3	0.9	-3.9
beta cell repl	-2	-1	-6	-3	-1
hIAP block	1	0	4	17	-45
mIAP activ	1.1	1.1	0.93	1	1.1
mIAP inh	-5	-7	7	-2	-6
hIAP act	0.99	1	0.96	0.83	1.4

6	COCCN(C/C=C/c1ccccc1)C/C=C/c1ccccc1
7	COc1ccccc1C(=O)Nc1ncc2c(n1)CC(c1ccco1)CC2=O (stereo unspecified)
8	COc1ccc(S(=O)(=O)N2CCCCCC2)cc1NC(=O)CN(C)Cc1ccc2c(c1)OCO2
9	COc1cc(SC)ccc1C(=O)Nc1ccon1
10	Cc1ccc(S(=O)(=O)N2c3ccccc3CC2C)cc1 (stereo unspecified)
Compound	6	7	8	9	10
A3A deaminase	-5	-1	2	-3	4
A3G deaminase	-8	-2	-5	-4	-2
NR3A LBD binder	3	0	0	-3	-1
MPTP inh	2.6	1.4	-0.9	1.7	-0.2
beta cell repl	-4	-2	-4	-1	0
hIAP block	-8	4	-12	-9	5
mIAP activ	0.91	0.94	1	0.98	0.96
mIAP inh	9	6	-4	2	4
hIAP act	1.1	0.96	1.1	1.1	0.95

# Reprinted from the part before: 2 compounds, followed by the next part.
9	COc1cc(SC)ccc1C(=O)Nc1ccon1
10	Cc1ccc(S(=O)(=O)N2c3ccccc3CC2C)cc1 (stereo unspecified)
11	COc1ccc(-n2nnnc2SCC(=O)N2CCCc3ccccc32)cc1OC
12	Cc1cc(-n2c(SCC(=O)NCc3cccs3)nc3n[nH]c(C)c3c2=N)ccc1Cl
13	COc1ccc(Br)cc1C(=O)O
14	CCNC(=O)c1ccccc1NC(=O)c1cccc(S(=O)(=O)N2CCC(C)CC2)c1
15	O=C(Nc1ccc(Cl)cc1)Nc1ccccn1
Compound	9	10	11	12	13	14	15
A3A deaminase	-3	4	1	2	-2	-7	-3
A3G deaminase	-4	-2	-2	-3	-2	-4	-2
NR3A LBD binder	-3	-1	1	4	0	-1	-2
MPTP inh	1.7	-0.2	-1.3	2.6	5.9	-0.4	6.8
beta cell repl	-1	0	1	-3	-2	-1	1
hIAP block	-9	5	-18	25	-20	18	21
mIAP activ	0.98	0.96	0.97	1	0.99	0.91	0.95
mIAP inh	2	4	3	-1	1	9	4
hIAP act	1.1	0.95	1.2	0.75	1.2	0.82	0.79

16	Cc1nc(/N=C(\N)NC(=O)N2c3ccccc3Sc3ccccc32)nc2ccccc12
17	CSc1ccccc1NC(=O)C1=CC(c2ccc(C)cc2)=NS(=O)(=O)N1C
18	COc1ccccc1-c1cc(N)n[nH]1
19	COc1ccc(/C=N/c2oc(-c3ccccc3)cc2C#N)cc1OC
20	O=C(N/C(=C/c1ccc(Br)cc1)C(=O)N1CCOCC1)c1ccc(Br)o1
Compound	16	17	18	19	20
A3A deaminase	-3	-4	6	-4	-2
A3G deaminase	-10	1	3	-3	-3
NR3A LBD binder	-2	0	-2	37*	1
MPTP inh	1.6	-2.2	-5.7	3.3	1.4
beta cell repl	0	-5	-2	-1	0
hIAP block	13	7	14	2	-11
mIAP activ	0.91	0.92	1	0.87	0.9
mIAP inh	10	8	-2	13	10
hIAP act	0.87	0.93	0.85	0.98	1.1

# Looked up above.
# COc1ccc(-n2nnnc2SCC(=O)N2CCCc3ccccc32)cc1OC in NR3A LBD binder has 1
# Cc1nc(/N=C(\N)NC(=O)N2c3ccccc3Sc3ccccc32)nc2ccccc12 in beta cell repl has 0

# (next part)
21	CCOC(=O)CNc1cccc(C(F)(F)F)c1
22	COc1ccc(CNC(=O)C2CCN(S(=O)(=O)c3ccc4c(c3)NC(=O)C(C)S4)CC2)cc1 (stereo unspecified)
23	O=C/C(=C\Nc1ccccn1)c1nc2ccccc2o1
24	COc1ccccc1OCC(=O)NCC(C)NC(=O)COc1ccccc1OC (stereo unspecified)
25	Cc1ccc(NC2c3ncccc3C(=O)N2Cc2cccs2)cc1C (stereo unspecified)
Compound	21	22	23	24	25
A3A deaminase	-1	-6	-3	2	1
A3G deaminase	-9	-2	-4	5	5
NR3A LBD binder	-1	0	3	1	6
MPTP inh	-1.9	0.6	-1.3	-0.3	1.4
beta cell repl	1	3	-4	-1	4
hIAP block	16	18	17	-2	-4
mIAP activ	0.96	0.98	1	1	1
mIAP inh	4	2	-3	-1	-4
hIAP act	0.83	0.82	0.83	1	1

# Retrieved by compound from the list above (6):
21	CCOC(=O)CNc1cccc(C(F)(F)F)c1
12	Cc1cc(-n2c(SCC(=O)NCc3cccs3)nc3n[nH]c(C)c3c2=N)ccc1Cl
5	O=C(CSc1nnc(CCc2nc3ccccc3[nH]2)n1-c1ccccc1)NCc1ccccc1
4	NS(=O)(=O)c1cc2c(cc1Cl)NC(C1CC3C=CC1C3)NS2(=O)=O (stereo unspecified)
15	O=C(Nc1ccc(Cl)cc1)Nc1ccccn1
10	Cc1ccc(S(=O)(=O)N2c3ccccc3CC2C)cc1 (stereo unspecified)
Compound	21	12	5	4	15	10
A3A deaminase	-1	2	-2	-1	-3	4
A3G deaminase	-9	-3	-4	-4	-2	-2
NR3A LBD binder	-1	4	-2	-35	-2	-1
MPTP inh	-1.9	2.6	-3.9	0.9	6.8	-0.2
beta cell repl	1	-3	-1	-3	1	0
hIAP block	16	25	-45	17	21	5
mIAP activ	0.96	1	1.1	1	0.95	0.96
mIAP inh	4	-1	-6	-2	4	4
hIAP act	0.83	0.75	1.4	0.83	0.79	0.95

# Continued:
26	Cc1ccccc1NC(=S)NCc1ccc(F)cc1
27	Cc1sc(NC(=S)NC(=O)c2ccc(C(C)(C)C)cc2)c(C#N)c1C
28	Cc1ccc(C(=O)CNc2cc(C)ccc2C)cc1
29	CC1(C)C(=O)Nc2ccccc2N1C(=O)CN1C(=O)c2ccccc2C1=O
30	NC(=O)C1CCN(C(=O)CCC(=O)c2ccc(F)cc2)CC1
Compound	26	27	28	29	30
A3A deaminase	-1	4	-10	-4	-1
A3G deaminase	-1	2	3	-5	-4
NR3A LBD binder	-1	-8	2	2	0
MPTP inh	0.0	29	-0.4	-1.1	-0.5
beta cell repl	-2	-6	-4	-2	4
hIAP block	0	-2	-17	7	18
mIAP activ	1.1	0.84	0.97	0.94	1
mIAP inh	-7	16	3	6	-1
hIAP act	1	1	1.2	0.93	0.81

31	O=S(=O)(c1ccc(OC(F)(F)F)cc1)N1CCC(O)(c2cccc(C(F)(F)F)c2)CC1
32	O=C(Nc1cccc(CCc2ccccn2)c1)c1cc(F)c(F)cc1Cl
33	COCCN(C(=O)COC(=O)c1cccc2ccccc12)c1c(N)n(Cc2ccccc2)c(=O)[nH]c1=O
34	CN(Cc1ccccc1)C(=O)CCSc1nc(-c2ccc3c(c2)OCO3)cc(C(F)(F)F)n1
35	CC(=O)NC1=NN(C(C)=O)C(C)(c2ccc(Br)cc2)S1 (stereo unspecified)
Compound	31	32	33	34	35
A3A deaminase	7	-1	5	-3	4
A3G deaminase	-1	-1	-7	-11	-2
NR3A LBD binder	2	-4	6	-2	-1
MPTP inh	5.7	-0.1	0.1	0.6	2.7
beta cell repl	-3	-3	2	-6	0
hIAP block	14	-10	0	8	12
mIAP activ	1	0.96	1.1	0.9	0.93
mIAP inh	-1	4	-5	10	7
hIAP act	0.86	1.1	1	0.92	0.88

36	CN1C(=O)C(C)(C)c2cc(S(=O)(=O)N3CCC(C(=O)Nc4ccc(Cl)cc4)CC3)ccc21
37	Cc1cc(N2CCOCC2)nc2ccc(NC(=S)NCCC(C)C)cc12
38	COc1cccc(OC)c1C(=O)Nc1ccc(S(=O)(=O)Nc2cc(C)nc(C)n2)cc1
39	COc1ccc(CNc2nc3ccccc3n2CCN2CCOCC2)cc1
40	O=C(NCCOc1ccccc1)c1ccc2n[nH]nc2c1
Compound	36	37	38	39	40
A3A deaminase	0	-3	-8	3	-2
A3G deaminase	0	-5	-6	1	-11
NR3A LBD binder	3	-6	0	2	0
MPTP inh	-0.3	-0.2	-2.7	-0.9	0.5
beta cell repl	0	-5	0	-1	-3
hIAP block	-8	-9	-4	10	-10
mIAP activ	1.2	1.1	0.99	1.1	1
mIAP inh	-25	-8	1	-12	-2
hIAP act	1.1	1.1	1	0.9	1.1

41	Clc1ccc(SCCCCN2CCNCC2)cc1
42	Cc1cccc(N2CCN(c3ccc(N4C(=O)CCCC4=O)cc3[N+](=O)[O-])CC2C)c1 (stereo unspecified)
43	CCN(CC)CCCNC(=O)Cn1cc2c(n1)CCC(C)C2 (stereo unspecified)
44	CC(=O)Nc1nc(C)c(-c2csc(Nc3cccc(C(C)=O)c3)n2)s1
45	O=C(Nc1ccc(-c2nc3ccccc3[nH]2)cc1)c1ccc(N2C(=O)CCC2=O)cc1
Compound	41	42	43	44	45
A3A deaminase	3	-7	-2	-2	-1
A3G deaminase	-4	-7	-6	-2	-6
NR3A LBD binder	-3	-9	-2	-22	24*
MPTP inh	0.7	1.5	-1.1	-0.7	0.4
beta cell repl	-3	-2	-2	-6	-1
hIAP block	-1	0	0	0	3
mIAP activ	0.95	1	0.96	0.85	0.91
mIAP inh	5	-2	4	15	9
hIAP act	1	1	1	1	0.97

46	CCn1c(C)cc(=O)cc1-c1ccc(Cl)cc1
47	CC(=O)c1ccc(NC(=O)CSc2nnc(-c3ccncc3)o2)cc1
48	Cc1ccc(-c2nnc(N(C)C(=O)C3CCCO3)s2)cn1 (stereo unspecified)
49	Cc1cccc(C(=O)Nc2nc3ccc(S(C)(=O)=O)cc3s2)c1
Compound	46	47	48	49
A3A deaminase	3	-2	1	-3
A3G deaminase	-2	-14	-4	-5
NR3A LBD binder	0	1	4	1
MPTP inh	0.6	-0.3	10	2.6
beta cell repl	-2	-3	0	-2
hIAP block	-1	-17	-2	7
mIAP activ	1	1.1	1	0.98
mIAP inh	0	-7	-2	2
hIAP act	1	1.2	1	0.93

# High-throughput results: PubChem BioAssay, Sanford-Burnham Center for Chemical Genomics
